Tb PFK inh: inhibitors of T. brucei phosphofructokinase. Potency, µM (highest dose often 57.5 µM), inactives show at the top dose activity, negative = inhibition, hits mostly inhibitors. actives 0.17% (n = 330,000). T. brucei PFK, ADP-Glo luminescence. AID 485367;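 also: potency is read from the fitted curve at half-maximal effect; 0% = uninhibited 1x PFK enzyme wells and -100% = no-enzyme wells; nearly all actives have a fitted effect of over 60% in size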
Target sequence (O15648 whole entry, looked up): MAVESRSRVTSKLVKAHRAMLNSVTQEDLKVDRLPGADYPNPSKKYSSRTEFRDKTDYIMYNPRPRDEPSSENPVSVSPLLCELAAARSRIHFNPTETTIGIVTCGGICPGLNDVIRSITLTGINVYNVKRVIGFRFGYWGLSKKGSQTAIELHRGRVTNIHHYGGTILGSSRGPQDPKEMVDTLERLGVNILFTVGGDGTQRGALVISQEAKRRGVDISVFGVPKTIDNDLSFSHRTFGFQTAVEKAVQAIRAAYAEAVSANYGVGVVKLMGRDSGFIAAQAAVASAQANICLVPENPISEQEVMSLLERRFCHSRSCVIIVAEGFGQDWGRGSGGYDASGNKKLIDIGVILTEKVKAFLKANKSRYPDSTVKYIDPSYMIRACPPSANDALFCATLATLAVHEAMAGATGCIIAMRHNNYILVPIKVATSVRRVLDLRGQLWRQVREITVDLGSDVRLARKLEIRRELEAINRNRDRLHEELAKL
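ADP-Glo luminescence quantified ADP after 45 min at room temperature, with 1.25 nM T. brucei PFK, 0.1 mM ATP and 0.5 mM fructose-6-phosphate in pH 8.0 TEA buffer. qHTS titrations up to 57 µM; curves classified by quality.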
USP2a block: inhibitors of human ubiquitin-specific protease USP2a; O75604; USP2 core, Ub-CHOP2 coupled fluorogenic reporter, 485/531; Potency, µM (titrated, usually from 38.3 µM), for inactives: top-dose activity change, negative = inhibition, usual class: inhibitors; actives 0.01% (n = 330,000);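 also: potency is read from the fitted curve at half-maximal effect; plate controls were DMSO wells for no effect and full inhibition by NEM control for full effect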
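Cell-free coupled assay: 10nM USP2 core preincubated 30min RT with compound in Tris-HCl pH 8.0/CaCl2/CHAPS buffer, then 25nM Ub-CHOP2 and 25nM reporter substrate; fluorescence (Ex 485/Em 531) read after 60min RT, normalized to NEM inhibition, concentration-response curves fitted.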
BCR signal inh: blocks chronic active B-cell receptor signaling; actives 0.05% (n = 340,000); ABC-DLBCL IkBa-CBG/CBR reporter, luminescence ratio, 4 h; Potency, µM (top dose mostly 46.1 µM), for the others: at the top dose ratio change, negative = lower green/red ratio, most hits filed as inhibitors; active = well fitted inhibition curve with a large enough effect in the signal ratio, with a control signal flat, not every such curve was filed as active; inconclusive = small, poorly fitted or top-dose-only effect, or effect the other way, or a change in a side signal; the % refers to the signal ratio;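 also: potency is read from the fitted curve at half-maximal effect; plate controls were basal doxycycline-induced cells for no effect and cells given 10 µM MG132 for full effect; MG132 reads +100%, hits lower the ratio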
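TMD8 human ABC-DLBCL cells with doxycycline-inducible IκBα–green luciferase fusion and unfused red luciferase, in 0.5% FBS medium; compounds up to 46 uM, 4 h at 37C. Green/red luminescence ratio, filter-overlap corrected, fitted to concentration-response curves.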
TSHR antag: blocks TSH signaling through the human TSH receptor; P16473; TSHR-expressing cells, TSH-stimulated cAMP HTRF, 2 h; stronger effect = lower value; activity change, negative = inhibition, % at 11.5 µM; actives 0.2% (n = 330,000);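 active = activity change below a set negative limit, meaning inhibition stronger than a set level, cut at about -70% in these data; inconclusive = activity change between two set negative limits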; also: % is scaled to controls: 0 for no effect and ±100 for the full control effect
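Inhibition of cAMP made by TSHR-expressing cells under TSH stimulation (4nM final, EC80; 2 h, 37 deg C) is quantified with a one-step lysis HTRF kit, anti-cAMP cryptate versus cAMP-d2.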
Mito fusion act: mitochondrial division inhibition or fusion activation; S. cerevisiae fusion-defective mutant growth rescue, CellTiterGlo 48 h; Potency, µM (highest dose often 46.1 µM), for inactives: at the top dose growth rescue (activation), actives largely listed as activators; actives 0.23% (n = 320,000); AID 485298;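 also: potency is read from the fitted curve at half-maximal effect; % of control where 0% means no effect; nearly all actives have a fitted effect of over 45% in size; temperature-sensitive fusion mutants such as fzo1-1 at 37 °C on non-fermentable ethanol glycerol medium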
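S. cerevisiae fusion-defective temperature-sensitive mutants (e.g. fzo1-1, mgm1-5) grown 48 h at 37C in YPEG (ethanol/glycerol non-fermentable) medium with 23 nl compound per well; growth rescue read as CellTiterGlo luminescence.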
Eya2 phos inh: blocks the phosphatase activity of human Eya2 | O00167 | recombinant Eya2, OMFP fluorescence dephosphorylation (OMFP is methylfluorescein phosphate) | Potency, µM (doses to about 76.9 µM), inactives show at the highest dose activity, negative = inhibition, most hits filed as inhibitors | actives 0.006% (n = 330,000) | AID 488837; also: potency is read from the fitted curve at half-maximal effect; % is scaled to controls: 0 for no effect and ±100 for the full control effect
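Eya2 protein (added as 0.2 uM solution) was preincubated with compound for 10 min at ambient temperature in 50 mM HEPES pH 7.5, 50 mM NaCl, 5 uM MgCl2, 0.05% BSA, 1 mM DTT. OMFP (added at 50 uM) then reacted 10 min; fluorescence read at 485/525 nm.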
uPA surface inh: cell surface uPA generation inhibition. cell surface uPA generation assay, qHTS. AID 540303. Potency, µM (highest dose often 38.3 µM), without a hit: at the highest dose activity change, negative = inhibition, actives largely listed as inhibitors. actives 0.31% (n = 330,000); active = well fitted inhibition curve with a large enough effect; inconclusive = small, poorly fitted or top-dose-only effect; inactive = no such curve, though single readings can be large or run the other way; tested in mouse RAW 264.7 cells; also: potency is read from the fitted curve at half-maximal effect; % is scaled to controls: 0 for no effect and ±100 for the full control effect; nearly all actives have a fitted effect of over 55% in size
TCR act: activates T cell receptor signaling. primary human leukocytes, anti-CD3, IL-2 HTRF, 48 h. 330,000 tested, under 10 active. Potency, µM (doses to about 9.22 µM), for inactives: top-dose activation of IL-2 secretion, usual class: activators; also: % of control where 0% means no effect
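TCR engagement came from a-CD3 beads alone, with compounds added to primary human leukocytes for 48 hr. Secreted IL-2 bridged europium cryptate- and d2-labelled anti-IL-2 antibodies, giving FRET emission at 665nm after 320nm excitation.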
PTAP TSG101 blk: blocks PTAP/TSG101 interaction to inhibit HIV-1 budding; Q99816; Fluorescence polarization, FITC-PTAP peptide / Tsg101 binding; Potency, µM (highest dose often 115 µM), for the others: at the top dose activity change, negative = inhibition, actives largely listed as inhibitors; 340,000 tested, under 10 active; AID 493005; active = well fitted inhibition curve with a large enough effect in the main read-out, with a control signal flat, not every such curve was filed as active; inconclusive = small, poorly fitted or top-dose-only effect, or effect the other way, or a change in a side signal; inactive = no such curve, though single readings can be large or run the other way; also: potency is read from the fitted curve at half-maximal effect; % of control where 0% means no effect
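FP read-out: FITC-PTAP peptide, 50 nM final, binding Tsg101 binding domain, 10 uM final; 20 min, r.t.; 10 mM HEPES pH 7.5, 0.15 M NaCl, 0.01% Tween 20, 3 mM EDTA, 0.1 mM TCEP.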
ELG1 repair inh: ELG1-dependent DNA repair inhibition | HEK293T ELG1-luciferase reporter, luminescence, 16 h; DNA damage induced by 5-fluorouridine | Potency, µM (doses to about 46.1 µM), for the others: top-dose activity change, negative = inhibition, actives largely listed as inhibitors | actives 2.3% (n = 330,000); also: potency is read from the fitted curve at half-maximal effect; % is scaled to controls: 0 for no effect and ±100 for the full control effect; nearly all actives have a fitted effect of over 55% in size
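Step one: seed 2,000 cells per well. Step two: pin-transfer compound or DMSO alongside 5-fluorouridine. Step three: incubate 16 hr, 37 °C, 5% CO2. Step four: add ONE-Glo, wait 30 min, read luminescence.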
B2AR arrestin: agonists driving beta-arrestin recruitment to human beta2-adrenergic receptor; P07550; beta-arrestin recruitment to beta2AR, cell-based reporter; Potency, µM (titrated, usually from 46.1 µM), for inactives: top-dose activation, usual class: activators; actives 0.02% (n = 330,000);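 also: potency is read from the fitted curve at half-maximal effect; 0% = DMSO controls and full agonism = EC100 isoproterenol or metaproterenol; nearly all actives have a fitted effect of over 65% in size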
Target sequence (P07550 whole entry, looked up): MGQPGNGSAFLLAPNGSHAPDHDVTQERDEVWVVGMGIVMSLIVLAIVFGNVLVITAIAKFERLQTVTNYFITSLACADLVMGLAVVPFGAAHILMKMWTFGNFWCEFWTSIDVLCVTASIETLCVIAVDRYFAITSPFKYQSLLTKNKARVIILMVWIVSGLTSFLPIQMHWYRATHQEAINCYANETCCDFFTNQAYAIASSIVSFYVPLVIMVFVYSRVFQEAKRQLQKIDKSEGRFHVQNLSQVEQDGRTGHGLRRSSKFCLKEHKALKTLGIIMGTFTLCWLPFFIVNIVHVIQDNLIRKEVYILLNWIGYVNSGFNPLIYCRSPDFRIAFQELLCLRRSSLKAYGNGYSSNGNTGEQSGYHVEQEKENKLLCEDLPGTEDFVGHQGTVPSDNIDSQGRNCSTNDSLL
* = called active by the depositor; ? = inconclusive; . = not tested or not shown; [ ] = dose if it differs, or a comment. Unless noted, calls follow the shape of the dose curve; as a rule, active = well fitted curve in the direction sought with a large enough effect; inconclusive = small, poorly fitted or top-dose-only effect, or another doubt; inactive = no such curve, though single readings can be large; an effect the other way counts as inactive or inconclusive.

SMILES	Tb PFK inh	USP2a block	BCR signal inh	TSHR antag	Mito fusion act	Eya2 phos inh	uPA surface inh	TCR act	PTAP TSG101 blk	ELG1 repair inh	B2AR arrestin
COc1ccc(/C=N/Nc2nn3cnnc3c3ccccc23)cc1	4.8%	0.4%	?	26.7	8.3%	-5.5%	2.3%	8.8%	-6.3%	?	-0.8%
COC(=O)C1CN(C(=O)COc2ccccc2)c2ccccc2O1 (configuration not stated)	1.4%	1.3%	4.8%	0.5	-1.2%	5.3%	0.3%	-4.5%	-3.6%	11.2%	0.3%
CS(=O)(=O)N1CCc2cc(C(=O)Nc3ccc(O)cc3)ccc21	?	0.5%	-12.5%	-9.9	-1.2%	-9.1%	-8.2%	.	-0.3%	-1.2%	0.1%
CCCCCn1c(N)c(-c2nc3ccccc3s2)c2c([N+](=O)[O-])nn(CC)c(=O)c21	-0.7%	2.1%	?	-2.1	-0.4%	6.4%	.	3.3%	-2.0%	2.59µM*	-0.2%
O=C(NC1=NCCS1)c1cccs1	-3.1%	4.3%	-2.7%	1.2	-0.1%	10.3%	0.6%	1.0%	-4.8%	?	0.4%
O=S1(=O)CCC(NC(=S)N2CCOCC2)C1 (configuration not stated)	3.8%	0.2%	-1.4%	20.1	?	-14.8%	4.2%	-5.7%[46.1 µM]	-3.6%	10.3%	5.1%
O=C(NC1CC1)c1cc(Cl)nc2ccccc12	-1.3%	1.3%	9.6%	44.0	-2.0%	12.7%	3.1%	1.8%	-5.1%	29.3%	-0.6%
Cn1c(Cn2c(=O)sc3ccccc32)nnc1SCC(=O)Nc1ccccc1F	-1.2%	2.3%	-6.1%	2.0	2.0%	5.4%	-3.8%	-3.4%[46.1 µM]	-0.4%	13.1%	-0.5%
Cc1ccc(S(=O)(=O)NCC(=O)N(CC(=O)NC2CCCC2)c2ccc3c(c2)OCCO3)cc1	-3.7%	1.6%	-1.5%	-0.5	2.1%	-3.5%	-2.1%	-1.4%	-0.6%	-1.1%	-0.9%
CCOc1ccccc1OCC(=O)NC1CCCCC1	0.1%	2.3%	-12.0%	9.0	2.7%	6.7%	-1.5%	7.1%	-5.4%	-11.8%	0.1%
c1ccc(-c2n[nH]c3ccccc23)cc1	-1.2%	0.2%	?	14.2	17.5%	-29.3%	.	-4.5%	-9.0%	?	-0.3%
CCOc1ccc(-c2cc(C(=O)NN3CCN(C)CC3)c3cc(Cl)ccc3n2)cc1	0.0%	3.1%	5.0%	3.9	-5.6%	-0.9%	.	0.6%[46.1 µM]	.	-14.4%	-0.4%
CC(=O)c1c(C)[nH]c(C(=O)CN2C(=O)NC(C)(C)C2=O)c1C	-12.1%	1.3%	1.8%	2.1	-1.0%	7.3%	-3.3%	3.9%	0.1%	23.8%	0.0%
CCOc1ccc(N(CC(=O)Nc2ccc(OC)cc2)S(=O)(=O)c2c(C)noc2C)cc1	-2.5%	-1.7%	-1.7%	-4.7	-1.1%	8.0%	4.2%	-2.4%	-3.1%	?	0.4%
COc1ccc2c(C(=O)c3ccc(C)cc3)n(Cc3ccc(C(N)=O)cc3)[n+]([O-])c2c1	17.3%	-15.6%	?	25.7	2.8%	-7.1%	-63.7%	-5.5%	.	?	0.5%
CCCCn1c(=O)c(CCC(=O)OCC(=O)Nc2ccc(F)c(Cl)c2)nc2ccccc21	0.7%	-1.7%	-1.8%	-7.2	-13.7%	-8.2%	1.6%	-6.5%[46.1 µM]	-0.3%	-0.5%	0.2%
COC(=O)c1ccc(OS(=O)(=O)c2ccc(NC(C)=O)cc2)cc1	-0.1%	0.7%	-1.1%	10.7	13.1%	-3.1%	-6.9%	-1.7%[46.1 µM]	-0.6%	-10.2%	0.1%
COc1cccc(CNC(=O)c2ccccc2C(=O)NC(C)(C)C(=O)NCc2cccc(OC)c2)c1	-0.2%	1.0%	-4.9%	21.4	-5.7%	-11.8%	4.3%	-1.0%	-7.0%	-1.6%	0.3%
Cc1ccc(OCC(=O)NC(=S)Nc2ccc(Br)c(C)n2)cc1	-1.7%	2.8%	0.4%	2.6	-1.8%	-28.1%	8.7%	3.6%	0.8%	?	-0.5%
COc1ccc2c(C)cc(Sc3nnnn3-c3ccccc3)nc2c1	0.1%	3.5%	?	-4.1	26.1%	6.7%	8.1%	-6.9%[46.1 µM]	-2.6%	25.9µM*	-1.0%
Cc1nn(-c2ccccc2)c2ncc(C(=O)c3cc(Cl)ccc3O)cc12	-3.6%	3.9%	15.4%	-12.3	?	-3.0%	0.2%	-5.1%[46.1 µM]	-0.3%	?	0.3%
CN(C)C(=O)c1ccc(-c2cc(C(F)(F)F)nn2C)s1	3.9%	1.5%	?	-2.7	0.2%	?	5.2%	-4.1%	-4.4%	?	0.1%
CCCc1ccc(S(=O)(=O)N2CCN(C(C)C(=O)NCc3ccc(OC)cc3)CC2)cc1 (configuration not stated)	-1.0%	-0.3%	-0.7%	-8.3	3.2%	-14.4%	-12.5%	3.8%	0.1%	?	-0.8%
CN=C(Nc1cc(C)nn1-c1ccccc1)c1ccccc1F	-0.1%	0.7%	-2.9%	11.2	3.2%	6.4%	.	3.9%	1.2%	-1.3%	0.4%
Cc1cc(-c2n[nH]c(=S)n2/N=C/c2cccc(O)c2)n[nH]1	-1.7%	1.0%	-6.3%	-6.9	-0.7%	-8.6%	-1.3%	1.4%	-8.5%	0.0%	-0.5%
CCOc1cc(/C=N/NC(=O)c2nnn(-c3nonc3N)c2C)ccc1OCc1ccc(F)cc1	-4.1%	-0.7%	1.2%	-2.7	1.2%	1.0%	-4.8%	-4.7%	-2.3%	1.0%	-0.1%
Oc1cnn(-c2ccccc2)c1	-12.3%	2.0%	0.2%	9.8	-3.8%	-22.1%	-6.8%	9.5%	-0.8%	16.1%	-0.1%
O=C(Nc1ccccc1)N1CCC(C(=O)N(Cc2ccco2)Cc2cccs2)CC1	-0.2%	-0.7%	-0.7%	12.4	1.6%	3.7%	-6.8%	0.6%	-6.6%	?	-1.1%
Cc1c(NC(=O)c2ccc3c(c2)C(=O)N(CC2CCCO2)C3=O)cccc1C(=O)O (configuration not stated)	0.8%	-0.2%	2.2%	0.2	-3.2%	-19.9%	1.6%	-1.0%	-0.1%	?	-0.1%
O=C(NNS(=O)(=O)c1ccc(Cl)cc1)C1CCN(Cc2ccccc2)CC1	-0.5%	1.2%	-27.7%	29.8	-1.9%	2.7%	1.2%	.	-5.4%	22.7%	-0.1%
OCCNc1nc(N2CCOCC2)nc(N2CCOCC2)n1	1.6%	-1.0%	?	8.1	-1.0%	5.6%	1.6%	-0.1%	-3.1%	9.0%	-0.7%
Cc1c(C(=O)NC(C)CCc2ccccc2)cccc1[N+](=O)[O-] (configuration not stated)	-5.5%	2.8%	6.1%	-2.1	2.8%	33.3%	5.6%	-1.4%	2.3%	?	0.5%
CC(=O)c1cnc2nc(SCc3ccc(Cl)cc3)nn2c1C	-10.8%	1.4%	-0.2%	-6.4	-2.1%	-16.0%	-2.6%	3.9%	-1.8%	-7.9%	0.1%
CCOc1cc(C2C3=C(CC(C)(C)CC3=O)N(C)C3=C2C(=O)CC(C)(C)C3)ccc1O	-4.9%	2.3%	5.0%	2.8	2.1%	-2.8%	-21.5%	-0.8%	-0.3%	10.2%	-0.5%
O=C(c1ccc(S(=O)(=O)Cc2cc(F)ccc2F)c([N+](=O)[O-])c1)N1CCCC1	-6.3%	-1.1%	?	-0.4	-3.7%	4.7%	-19.1%	2.6%	-4.3%	18.7%	0.0%
Cc1ccc(C(=O)COc2ccccc2-c2ccccc2)cc1	-8.3%	0.1%	13.3%	3.8	?	-15.3%	-6.0%	4.3%[46.1 µM]	2.9%	0.8%	0.1%
Cc1cccc(C(C)C)c1NC(=O)COC(=O)CNS(=O)(=O)c1ccccc1	0.7%	1.5%	-2.8%	-2.9	-2.5%	-8.5%	6.5%	9.1%	0.3%	9.9%	-0.2%
